Screening data deposited in PubChem by several laboratories.
MEX-5 binding: MEX-5 zinc finger RNA-binding disruptors – biochemical, C. elegans, fluorescence polarization, MLPCN library, primary screen; Zinc finger protein mex-5 (Caenorhabditis elegans), Q9XUB2; MEX-5/FITC-TCR2 RNA binding; hits give low values; activity score (negative = inhibition of binding), % at 10 µM; hit rate 0.38% among 300,000;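 active = inhibition past about -25% in most replicates, and total fluorescence under double the plate's negative control median, limit read from the data; inconclusive = replicates evenly split on the limit, or fluorescence at least double controls; inactive = too little inhibition in most replicates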;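 note: 0% = DMSO and -100% = 5 µM competing unlabeled TCR2 RNA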
MCL1-BIM inh: inhibitors of MCL1 binding to BIM-BH3, primary screen, biochemical, fluorescence polarization; Induced myeloid leukemia cell differentiation protein Mcl-1 (Homo sapiens), Q07820; GST-MCL1 / FITC-Bim-BH3 fluorescence polarization; inhibition, % at 10.9 µM; hit rate 0.68% among 320,000;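 active = inhibition above the mean inhibition of all tested compounds plus 3 SD, set per campaign, cut at about 40% in these data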;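 note: 0% = DMSO wells and 100% = unlabeled Bim-BH3 peptide control; higher means more loss of mP so more displacement of Bim peptide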
Target sequence (Q07820 whole entry, looked up): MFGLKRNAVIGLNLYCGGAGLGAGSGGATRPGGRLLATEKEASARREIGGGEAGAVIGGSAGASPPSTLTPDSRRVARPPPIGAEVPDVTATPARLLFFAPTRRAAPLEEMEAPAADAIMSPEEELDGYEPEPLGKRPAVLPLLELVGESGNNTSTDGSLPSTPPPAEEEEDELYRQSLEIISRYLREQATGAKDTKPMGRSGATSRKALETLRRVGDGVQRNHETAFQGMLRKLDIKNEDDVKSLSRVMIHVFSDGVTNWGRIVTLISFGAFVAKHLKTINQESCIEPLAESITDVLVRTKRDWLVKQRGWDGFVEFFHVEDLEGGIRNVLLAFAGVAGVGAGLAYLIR
Fam108B inh: mouse Fam108B serine hydrolase inhibitors, primary screen, counter-screen for RBBP9 inhibitor project, biochemical, fluorescence polarization; recombinant Fam108B, FP-Rh probe fluorescence polarization; inhibition, % at 9.51 µM; hit rate 0.33% among 300,000; AID 1947, 2009;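 active = inhibition above the screen mean inhibition plus 3 SD, computed separately per campaign, cut at about 18% in these data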;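 note: inhibitors lower polarization as less probe binds the enzyme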
CIT2-GFP yeast: modulators of CIT2-GFP expression in yeast, primary screen, S. cerevisiae, GFP fusion, multiplex flow cytometry, MLPCN library; S. cerevisiae CIT2-GFP strain, 3 h; 100 means same as DMSO wells; GFP response vs DMSO, % at 10 µM; hit rate 0.065% among 320,000;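 active = GFP response relative to DMSO above a set limit, near the screen mean plus 3 SD, cut at about 150% in these data; inconclusive = Fewer than 70 cells measured for a yeast strain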;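 note: ratio of well median GFP fluorescence to mean of DMSO wells on the plate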
VLA-4 inh: inhibition in human VLA-4 binding assay, primary screen, VLA-4 allosteric modulator project, MLPCN library, flow cytometry, VLA-4 expressing cells | hit rate 0.2% among 330,000 | AID 2557, 2010 | ligand binding flow cytometry | inhibition, % (about 7 µM as worked out from the volumes in the protocol) | Integrin alpha-4 (Homo sapiens), P13612; in the data active = inhibition above about 50%
GLD-1 RNA inh: GLD-1/TGE RNA complex disruptors, primary screen, biochemical, fluorescence polarization. Female germline-specific tumor suppressor gld-1 (Caenorhabditis elegans), Q17339. purified GLD-1 + fluorescein TGE RNA. inhibition, % at 5.96 µM. hit rate 0.44% among 320,000. AID 2280, 2010;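 active = percent inhibition above a per-plate cutoff, the plate mean of test compounds plus 3 SD, cut at about 30% in these data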;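 note: 0% = DMSO wells with GLD-1 and probe and 100% = wells lacking GLD-1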
GRK2 aptamer HTS: compounds blocking aptamer binding on GRK2 – biochemical, human GRK2, bead flow cytometry, HTS, primary screen | Beta-adrenergic receptor kinase 1 (Homo sapiens), P25098 | FAM-aptamer displacement from GRK2 | inhibition of aptamer binding, % at 10 µM | hit rate 0.59% among 330,000;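 active = inhibition of aptamer binding above 40%, roughly 3 SD of noise, on plates passing a quality check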;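 note: median bead fluorescence of bound FAM aptamer so fluorescent compounds give negative values; no value below 0 was filed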
Target sequence (P25098 whole entry, looked up): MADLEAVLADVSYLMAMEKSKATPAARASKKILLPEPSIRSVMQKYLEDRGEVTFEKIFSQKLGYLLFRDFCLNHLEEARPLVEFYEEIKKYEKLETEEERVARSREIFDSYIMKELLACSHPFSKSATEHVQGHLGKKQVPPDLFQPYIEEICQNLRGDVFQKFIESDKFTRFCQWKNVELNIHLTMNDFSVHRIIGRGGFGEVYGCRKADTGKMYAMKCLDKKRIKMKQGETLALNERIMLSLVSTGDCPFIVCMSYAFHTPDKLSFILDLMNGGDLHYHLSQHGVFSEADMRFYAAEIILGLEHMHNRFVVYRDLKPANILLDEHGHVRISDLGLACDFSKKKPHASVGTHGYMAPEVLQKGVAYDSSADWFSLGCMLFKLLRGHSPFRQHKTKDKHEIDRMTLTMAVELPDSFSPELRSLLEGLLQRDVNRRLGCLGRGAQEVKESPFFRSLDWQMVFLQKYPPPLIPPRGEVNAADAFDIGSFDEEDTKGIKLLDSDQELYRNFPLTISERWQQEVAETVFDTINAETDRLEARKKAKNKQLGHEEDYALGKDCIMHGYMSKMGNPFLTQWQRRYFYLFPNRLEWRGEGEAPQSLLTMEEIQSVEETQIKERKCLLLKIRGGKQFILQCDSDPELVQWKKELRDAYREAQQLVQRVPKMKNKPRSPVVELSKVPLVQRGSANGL
Bcl-xL primary: inhibitors of human Bcl-xL, primary screen, biochemical, fluorescence polarization, HTS. GST-Bcl-xL / FITC-Bim BH3 peptide fluorescence polarization. hit rate 0.7% among 320,000. Bcl-2-like protein 1 (Homo sapiens), Q07817. inhibition, % at 10.9 µM. AID 2129, 2009;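 active = inhibition above the mean of all tested compounds plus 3 SD, cutoff set per campaign, cut at about 30% in these data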;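 note: 0% = DMSO wells and 100% = unlabeled Bim-BH3 peptide competitor; inhibitors lower millipolarization by displacing the labeled peptide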
AGP1-GFP MLPCN: modulators of AGP1-GFP expression in yeast TOR pathway, primary screen, cell-based, multiplex flow cytometry, S. cerevisiae, MLPCN library. GFP response vs DMSO, % at 10 µM. AID 2066, 2009. 3 h; GFP as percent of DMSO wells. hit rate 0.02% among 320,000;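 active = GFP response relative to DMSO above a set limit, near screen average plus 3 SD, cut at about 150% in these data; inconclusive = fewer than 70 cells counted for the yeast strain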;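 note: median GFP channel fluorescence of the gated AGP1 strain per well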
Numbers without * were called inactive; ? = inconclusive; . = no result given; [ ] = remark or other dose.

no.	SMILES	MEX-5 binding	MCL1-BIM inh	Fam108B inh	CIT2-GFP yeast	VLA-4 inh	GLD-1 RNA inh	GRK2 aptamer HTS	Bcl-xL primary	AGP1-GFP MLPCN
1	CC(=O)c1cc(C#N)c(N2CCN(c3ccccc3)CC2)nc1C	3.5	5	1	107	24	3	2	3	102
2	CCOc1ncccc1C(=O)OCC(=O)Nc1ccc(C(N)=O)cc1	0.3	-4	2	94	6	-4	1	-4	98
3	COc1cc(C(=O)OCC(=O)NCc2ccco2)cc(OC)c1OC	1.7	8	1	104	4	2	1	6	105
4	Oc1ccc(Nc2nc(-c3ccc(O)cc3)cs2)cc1	-0.2	0	6	93	-1	7	3	3	100
5	COc1ccc(CCNC(=O)Cn2nnc(-c3ccc(OC)c(OC)c3)n2)cc1OC	-2.2	9	-1	102	-4	-1	3	8	102
6	CC1=C(/C=N/Nc2ccc([N+](=O)[O-])cc2[N+](=O)[O-])C(C)(C)CCC1	-1.5	1	-4	98	12	4	0	3	98
7	COc1cc2c(cc1NC(=O)c1ccc(C)c([N+](=O)[O-])c1)oc1ccccc12	1.5	1	3	99	35	1	0	4	99
8	COc1cccc(C(=O)N2CCC(CCC(=O)Nc3cccc(C)c3)CC2)c1	0.9	-7	5	111	7	1	0	1	111
9	Cc1occc1-c1nnc(SCC(=O)Nc2nccs2)n1Cc1ccco1	1.0	7	2	99	10	5	0	5	105
10	NC(=O)c1cc2ccccc2o/c1=N\NC(=O)c1ccncc1	-2.2	9	5	107	2	5	0	1	100
11	COC(=O)CSc1cc(SCC(=O)OC)c(C#N)c(SCC(=O)OC)c1	-0.5	15	2	96	-1	-2	1	9	83
12	O=S(=O)(NCC1CCCO1)c1ccc2oc3ccc(S(=O)(=O)NCC4CCCO4)cc3c2c1 (centres undefined)	-1.6	3	6	?	8	3	2	1	?
13	O=C(Nc1ccc(C(=O)O)cc1)/C(=C\c1ccccc1)NC(=O)c1ccc(Br)cc1	1.0	3	-2	103	7	9	0	5	93
14	O=C(CCS(=O)(=O)c1ccccc1)Nc1nc2c(s1)CCCC2	-1.4	7	-3	105	0	6	1	3	104
15	COc1cc(C(=O)Nc2ccc(Oc3ncnc4sc(-c5ccccc5)cc34)cc2)cc(OC)c1OC	0.5	-1	-4	106	-5	8	0	3	101
16	COc1ccc(-c2nc3cnccn3c2NC(C)(C)CC(C)(C)C)cc1O	-1.1	0	-3	97	0	7	0	7	100
17	CC(C)(C)OC(=O)NCCC(=O)N/N=C/c1cccc2nccnc12	.	8	2	93	-3	-4	2	3	92
18	COc1ccc(C(C)(C)C)cc1NC(=O)C1C2C=CC(C2)C1C(=O)O (centres undefined)	3.0	-3	-5	103	-1	4	2	1	100
19	CC(C)CN(C(=O)C1CCCCC1)C1CCS(=O)(=O)C1 (centres undefined)	1.5	1	2	101	7	5	0	0	109
20	COc1cc(/C=C2\SC(=S)N(CCCCC(=O)O)C2=O)ccc1OS(=O)(=O)c1ccc(C)cc1	0.1	7	0	89	-5	1	5	14	105
21	N#C/C(=N/Nc1ccccc1[N+](=O)[O-])C(N)=S	-2.1	11	2	86	2	-4	0	14	103
22	Cc1cccc(Oc2ccccc2NC(=O)c2cnccn2)c1	2.5	2	0	91	6	0	1	2	85
23	O=C(Cc1cccs1)N(Cc1ccco1)C1(C(=O)NC2CCCC2)CCCCC1	-3.2	-2	1	90	5	1	0	5	102
24	COc1ccc(/C=C2\SC(=S)N(CCCC(=O)Nc3ccccn3)C2=O)cc1OC	-21	15	-16	91	16	-7	2	23	91
25	COc1cccc(C(=O)NC2CCN(CC(=O)Nc3c(C)cc(C)cc3C)CC2)c1	1.2	8	3	108	1	3	1	2	97
26	CCOc1cc(N2CCOCC2)c(OCC)cc1NC(=O)Cn1[nH]c(=O)c2ccccc2c1=O	-1.0	2	3	98	4	-5	0	6	95
27	Cc1cc(C)n(-c2ccc(C(=O)OCC(=O)N(CC(C)C)C3CCS(=O)(=O)C3)cc2)n1 (centres undefined)	-1.4	6	7	100	0	-4	4	6	98
28	CN(C(=O)Nc1ccc(Cl)cc1)c1c2c(nn1C)CCCC2	0.1	-1	3	104	4	-1	0	3	108
29	COc1ccc2cc(C(C)C(=O)O)ccc2c1 (centres undefined)	.	-8	-4	75	4	4	2	-7	88
30	CCC1(C)SC(NC(C)=O)=NN1C(C)=O (centres undefined)	-1.8	4	-1	100	19	2	3	0	117
31	CCc1ccc(N2CC(C(=O)NNC(=O)c3ccc(F)cc3)CC2=O)cc1 (centres undefined)	1.7	-10	1	83	-2	5	0	-9	88
32	COC(=O)c1cccnc1SCc1ccccc1	1.5	3	-4	92	-1	-2	0	-1	95
33	CC1CC(C)CN(S(=O)(=O)c2ccc(NC(=O)CN3C(=O)NC(C)(c4ccccc4)C3=O)cc2)C1 (centres undefined)	0.8	-10	-7	88	9	5	4	0	84
34	CC(C)c1ccc(NC(=S)N2CCCC2)cc1	-0.8	6	5	98	-5	1	0	-3	89
35	COc1ccccc1OCc1nc(C#N)c(NCc2ccco2)o1	2.6	-2	-4	96	-5	-1	0	6	103
36	O=C(COc1nncc2ccccc12)NCC(F)(F)F	0.8	1	1	96	9	-6	0	3	97
37	Clc1ccc(SCc2cc(-c3ccc(Cl)cc3)on2)cc1	-1.7	2	-3	102	-8	-1	0	1	103
38	FC(F)Oc1ccc(NC(=S)N2CCc3ccccc32)cc1	0.6	2	-1	103	10	1	0	2	100
39	CCN(CC)CCN1CNC(=S)N(c2ccccc2OC)C1	.	6	1	96	-3	2	3	1	105
40	COc1cc(C(=O)Nc2ccc(S(=O)(=O)NC(C)(C)C)cc2)cc(OC)c1OC	0.2	3	1	95	4	11	3	5	.
41	c1ccc(CSc2ncn(-c3ccccc3)n2)cc1	0.6	1	0	80	-3	-5	2	0	80
42	CCCOc1ccc(C2C(=O)N(C3CCCCC3)CC(=O)N2CCC)cc1OC (centres undefined)	2.4	3	0	109	-8	3	3	6	97
43	CCCCS(=O)CC(CS(=O)CCCC)OC(=O)c1ccc(C)cc1 (centres undefined)	-1.8	-6	-1	106	0	4	0	3	106
44	CC1=Nc2cccc3cccc(c23)N1C	-29*	2	3	.	28	5	0	1	.
45	CCc1ccc(OCC(=O)NC(=S)Nc2ccc(C(=O)O)cc2)cc1	-0.9	2	2	87	6	3	1	-2	98
46	O=C(NC12CC3CC(CC(C3)C1)C2)N1CCN(c2ncccn2)CC1	-0.9	-2	-2	102	0	4	2	5	109
47	CCCNC(=O)CCNC(=O)c1ccc(C(C)(C)C)cc1	0.1	0	1	92	4	-2	2	2	103
48	O=C(CCCCCN1C(=O)c2cccc3cccc(c23)C1=O)N1CCOCC1	2.6	2	3	99	18	5	0	3	99
49	NS(=O)(=O)c1ccc(CCNC(=O)c2ccccc2-c2ccccc2)cc1	-0.1	-7	2	94	-5	5	82*	3	100
50	CCOC(=O)N1CCC(NC(=O)C2CCN(S(=O)(=O)c3cccc4cccnc34)CC2)CC1	2.2	8	-3	99	2	1	11	5	101
51	CCOc1ccc(-n2cc(C(=O)Nc3cccc(Cl)c3)c3cc(OC)c(OC)cc3c2=O)cc1	1.0	3	-17	90	-2	4	2	5	102
52	Cc1ccc(/C=C/C(=O)N2CCc3ccccc32)o1	1.4	31	0	92[may fluoresce green]	12	-5	9	8	88[may fluoresce green]
53	Cc1cc(NC(=O)c2ccc(C)o2)no1	-0.6	3	3	101	-5	-2	3	8	103
54	O=C(COC(=O)c1ccccc1NS(=O)(=O)c1cc([N+](=O)[O-])ccc1Cl)c1ccccc1	0.1	-5	2	111	5	-5	1	0	103
55	NC(=O)c1nsc(C(=O)N(c2ccccc2)C(C(=O)NCC2CCCO2)c2ccc(F)cc2)c1N (centres undefined)	-1.1	0	1	103	-4	8	3	2	102
56	Cc1cccc(CCNC(=O)CCc2c(C)nc3ncnn3c2C)c1	0.2	6	-2	100	11	6	0	8	100
57	O=c1c2c3nc4ccccc4nc3n(/N=C/c3ccco3)c2ncn1CCC1=CCCCC1	-4.2	8	-10	86	-3	-4	0	10	94
58	CN1CCN(c2ccc(NC(=O)COc3ccccc3[N+](=O)[O-])cc2)CC1	1.3	5	-2	97	8	5	2	4	102
59	COc1ccc(C2=NOC(C(=O)NCCN3CCOCC3)C2)cc1 (centres undefined)	-2.7	3	-1	103	-7	-2	1	3	93
60	C(=N/Nc1nccs1)/c1cccnc1	0.7	3	5	100	11	-6	0	4	103

(cont.)
no.	SMILES	MEX-5 binding	MCL1-BIM inh	Fam108B inh	CIT2-GFP yeast	VLA-4 inh	GLD-1 RNA inh	GRK2 aptamer HTS	Bcl-xL primary	AGP1-GFP MLPCN
61	COc1cccc(OC)c1NC(=O)Cn1nc(C)c2ccccc2c1=O	0.8	-1	3	97	5	2	2	-1	94
62	CC1Nc2ncnc(N3CCc4ccccc4C3)c2N(Cc2ccc(Cl)cc2)C1=O (centres undefined)	6.9	-6	-10	.	.	-10	.	0	.
63	CCN(Cc1ccncc1)C(=O)C1CCN(S(=O)(=O)c2cccs2)CC1	-1.4	-2	4	105	5	1	1	3	102
64	CCc1cc(=O)oc2c3c(cc(OCC(=O)N[C@H](C(=O)O)[C@H](C)CC)c12)OC(C)(C)CC3	2.8	4	-3	105	-2	-1	0	4	104
65	C[C@@H]1CC[C@]2(O[C@@H](CCO)C[C@@H](O)[C@@H]2O)O1	5.9	-2	1	101	1	6	3	2	103
66	CCc1nc(N2CCN(C(C)=O)CC2)c(C#N)c2c1COC(C)(C)C2	-1.2	-4	4	95	5	-1	0	3	104
67	Cc1ccc(C(=O)O/N=C(\N)Cc2cccs2)c(Cl)c1	1.3	3	0	129	-13	0	1	-1	54
68	C[C@H](NC(=O)c1nc[nH]c1C(=O)N1CCN(c2ccccc2)CC1)C(=O)OCc1ccccc1	1.6	5	-1	65	-39	9	2	6	71
69	COC(=O)c1cc(C#N)c(OC(C)C)nc1C	3.6	0	-1	104	-4	1	0	2	100
70	COc1ccccc1Nc1nc2c(C)cccc2cc1C#N	-7.5	-2	1	104	-6	-4	1	-1	99
71	COCC(C)Nc1nc(C)c(C(C)=O)s1 (centres undefined)	-3.9	-2	-4	92	-1	0	3	2	94
72	Cc1cc(OC(=O)c2cc(C(F)(F)F)cc(C(F)(F)F)c2)c([N+](=O)[O-])c(=O)[nH]1	0.6	6	-2	106	9	2	3	3	105
73	COc1cc(/C=C/C(=O)OCC(=O)NC(=O)NCc2ccccc2)ccc1OCC#N	-0.5	-1	0	93	0	1	0	-4	100
